High-throughput results: PubChem, National Center for Advancing Translational Sciences (NCATS)
PNC inhibitor = blocks assembly of the perinucleolar compartment; PC3M PTB-GFP, PNC prevalence imaging, 16 h; hits give low values; activity change (PNC), negative = inhibition, % at 10 µM; 140,000 tested, 3.1% active;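 active means readout at or below -70, meaning at least 70% loss of cells showing the perinucleolar compartment, a nuclear body marking cancer cells; inconclusive means readout between -30 and a set limit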;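 further: plate controls were DMSO wells for no effect and camptothecin positive control wells for full effect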
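Read-out is percentage of cells bearing a perinucleolar compartment, from automated 20x imaging of fixed, Hoechst-stained PC3M PTB-GFP cells. Cells were seeded 4 h, then exposed 16 h to compound (23 nl of library stock) in duplicate plates.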
IMPase cell inh = IMPase inhibition in cells; inhibition (IP1 accumulation), % at 46.1 µM; P97697; 120,000 tested, under 10 active; CHO-M1 cells, IP1 accumulation, HTRF TR-FRET ratio; active means well fitted curve in the direction sought with a large enough effect in the signal ratio, not every such curve was filed as active; inconclusive means small, poorly fitted or top-dose-only effect, or a change in a side signal; inactive means no such curve, though single readings can be large or run the other way; the % refers to the signal ratio;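 further: cells stimulated with carbachol in lithium chloride buffer; plate controls were DMSO basal wells for no effect and reference inhibitor wells for full effect; higher means more IMPase inhibition seen as more IP1 and lower FRET ratio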
Target sequence (P97697 whole entry, looked up): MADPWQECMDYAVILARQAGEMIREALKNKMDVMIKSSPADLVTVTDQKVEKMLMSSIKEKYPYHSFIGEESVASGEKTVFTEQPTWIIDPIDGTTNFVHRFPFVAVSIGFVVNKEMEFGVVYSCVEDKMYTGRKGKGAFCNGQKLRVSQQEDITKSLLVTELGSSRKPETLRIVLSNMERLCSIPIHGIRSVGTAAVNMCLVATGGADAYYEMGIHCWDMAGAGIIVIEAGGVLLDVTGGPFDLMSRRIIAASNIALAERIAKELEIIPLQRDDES
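CHO-M1 cells (CHO stably expressing M1 receptor), compound up to 46 uM final, stimulated with carbachol (50 uM as added) in buffer with 50mM LiCl, pH 7.4, 30 min at 37C. Cytosolic IP1 read by TR-FRET; AC50 from Hill fits.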
ALOX15B inhib = blocks human 15-lipoxygenase 2 activity. O15296. purified 15hLO-2, xylenol orange hydroperoxide absorbance. Potency, µM (titrated, usually from 57.1 µM), without a hit: at the highest dose activity change, negative = inhibition, hits mostly inhibitors. 110,000 tested, 0.56% active. AID 881; further: potency means the concentration at half of the fitted maximal effect; nearly all actives have a fitted effect of over 60% in size; many of its hits are not listed in these tables
Target sequence (O15296 whole entry, looked up): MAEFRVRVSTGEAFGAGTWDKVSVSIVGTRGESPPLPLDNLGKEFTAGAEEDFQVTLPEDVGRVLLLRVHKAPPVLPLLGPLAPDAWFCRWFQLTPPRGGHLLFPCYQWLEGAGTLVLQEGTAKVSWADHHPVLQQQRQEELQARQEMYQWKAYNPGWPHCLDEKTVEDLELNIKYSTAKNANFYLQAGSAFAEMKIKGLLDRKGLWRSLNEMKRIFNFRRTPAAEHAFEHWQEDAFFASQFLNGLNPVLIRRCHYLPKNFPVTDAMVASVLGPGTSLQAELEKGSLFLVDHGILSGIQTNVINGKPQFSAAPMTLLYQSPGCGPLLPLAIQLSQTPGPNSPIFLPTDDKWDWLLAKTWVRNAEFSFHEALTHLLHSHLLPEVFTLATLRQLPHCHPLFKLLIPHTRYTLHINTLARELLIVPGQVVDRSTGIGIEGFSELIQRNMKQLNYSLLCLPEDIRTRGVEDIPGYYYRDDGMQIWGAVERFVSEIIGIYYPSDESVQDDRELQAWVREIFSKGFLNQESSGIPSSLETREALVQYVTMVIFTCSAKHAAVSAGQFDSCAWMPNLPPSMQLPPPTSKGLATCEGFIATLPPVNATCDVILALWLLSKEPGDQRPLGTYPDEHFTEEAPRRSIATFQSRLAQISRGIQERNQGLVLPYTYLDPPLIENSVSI
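Screening format was qHTS against 50 nM purified 15hLO-2 in Hepes pH 7.5 with detergent. Activity follows hydroperoxide formation from 45 uM arachidonic acid, measured as 573:405 nm absorbance ratio of the ferric-xylenol orange complex.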
12-hLO inh = blocks human 12-lipoxygenase activity; AID 1452; 150,000 tested, 0.12% active; purified 12-hLO, xylenol orange hydroperoxide absorbance; Potency, µM (titrated, usually from 57.1 µM), for the others: at the top dose activity change, negative = inhibition, actives largely listed as inhibitors; further: potency means the concentration at half of the fitted maximal effect; nearly all actives have a fitted effect of over 55% in size; many of its hits are not listed in these tables
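Hydroperoxide formation by human 12-lipoxygenase from 40 uM arachidonic acid was followed colorimetrically via ferric-xylenol orange complex, using the 573/405 nm absorbance ratio. Enzyme concentration was 150 nM, with 30 min reaction at room temperature.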
* hit, by the source's call; ? = inconclusive; . = no result given; & = joins results of further samples; [ ] = dose if it differs, or a comment. Unless noted, the call rests on the fitted dose curve; in most records, active means well fitted curve in the direction sought with a large enough effect; inconclusive means small, poorly fitted or top-dose-only effect, or another doubt; inactive means no such curve, though single readings can be large; an effect the other way counts as inactive or inconclusive. Unless noted, on the % scale 0 is the no-effect control and ±100 the full control effect.

SMILES	PNC inhibitor	IMPase cell inh	ALOX15B inhib	12-hLO inh
CC1CCCCC1NC(=O)C1Cc2ccccc2CN1S(C)(=O)=O (stereo unspecified)	?	-7	5%	2%
NC(=O)OCC(COC(N)=O)c1ccccc1	12	-2	22%	1%&-3%
CC(C)Nc1nnc(SCC(=O)Nc2ccc(F)cc2)s1	?	-9	0%	0%
O=C(c1ccncc1)N(Cc1cc2ccccc2[nH]c1=O)C1CCCCC1	?	11	-5%	-5%
CC(OC(=O)c1snc(C(=O)NC2CCCCC2)c1N)C(=O)NC1CCCCC1 (stereo unspecified)	-25	?	.	3%
NC(=O)c1sc2nc3c(c(-c4ccccc4)c2c1N)CCC3	-100*	-12	.	8%
C[C@]12CCC3c4ccc(O)cc4CCC3C1CCC2=O (stereo partly specified)	.	.	-1%	-2%
CC(C)(C)C(=O)Nc1cccc(C(=O)Nc2cc(C(=O)O)cc(C(=O)O)c2)c1	5	.	.	3%
CCCC(c1nnnn1CCOC)N1CCN(c2cccc(OC)c2)CC1 (stereo unspecified)	-11	4	-2%	0%
C=CCn1c(=N)c(C(=O)OC)cc2c(=O)n3cccc(C)c3nc21	-27	-3	0%	-10%
CC(=O)N/C(=C/c1ccc2c(c1)OCO2)C(=O)Nc1ccccc1	32	.	.	-2%
CCOc1cc(/C=N/NC(=O)c2cc(C)[nH]n2)ccc1OC(=O)c1ccc([N+](=O)[O-])cc1	17	18	-2%	3%
CCCCNC(=O)C(Sc1ccccc1)c1ccccc1 (stereo unspecified)	38	.	.	3%
CSCC[C@H](NC(=O)Nc1ccc(C)cc1)C(=O)O	?	1	3%	4%
O=S(=O)(N/N=C/c1ccc(Cl)cc1)c1ccc(Cc2ncc(C(F)(F)F)cc2Cl)s1	-12	1	-11%	-21%
CCCC(=O)NC(Nc1ccccc1F)C(Cl)(Cl)Cl (stereo unspecified)	-4	4	9%	3%
O=C(CN1CCCCC1)N1c2ccccc2CCc2ccccc21	2	21	7%	1%
c1ccc(CN2CCOCC2)cc1	-22	8	-6%	-6%
COc1cccc(C(=O)Nc2ccc(N3CCCC3)cc2)c1	-4	8	-30%	-15%
COc1cc(NC(=O)c2ccc(-c3ccc(Br)cc3)o2)ccc1NC(=O)C(C)C	-27	0	-1%	5%
O=C(CSCc1cccc(CSCC(=O)Nc2ccccc2)n1)Nc1ccccc1	?	-2	-1%	-3%
CC(C)Oc1ccc(C(=O)NC2(C(F)(F)F)NC(=O)N(CCCc3ccccc3)C2=O)cc1 (stereo unspecified)	20	.	.	1%
O=C(O)Cc1ccc2ocnc2c1	-3	8	.	4%
O=C(CC1SC(=NCCc2ccccc2)N(/N=C/c2cccs2)C1=O)Nc1ccc(Cl)cc1 (stereo unspecified)	?	9	.	-7%
CC1=C(C(=O)Nc2ccccc2)C(c2cccc([N+](=O)[O-])c2)Nc2nc3ccccc3n21 (stereo unspecified)	?	1	40%[activator]	-7%
CCC1SC2=NCN(c3ccccc3)CN2C1=O (stereo unspecified)	28	4	4%	10%
COC(=O)C1=C(C)N(Cc2ccco2)C(=O)/C1=C\c1ccc(N(C)C)cc1	98	.	.	12%
CCOC(=O)N/N=C/c1cc(C)n(-c2cccc3ccccc23)c1C	5	.	.	-3%
NNC(=O)c1cccc(COc2ccc3c(c2)CCC3)c1	-7	.	.	-4%
CN(c1ccc(C(=O)N2CCOCC2)cc1[N+](=O)[O-])C1CCCCC1	30	4	-7%	-4%

Rewritten field by field: part of the list above
CCOC(=O)N/N=C/c1cc(C)n(-c2cccc3ccccc23)c1C
  PNC inhibitor = 5
  IMPase cell inh = .
  ALOX15B inhib = .
  12-hLO inh = -3%
O=C(O)Cc1ccc2ocnc2c1
  PNC inhibitor = -3
  IMPase cell inh = 8
  ALOX15B inhib = .
  12-hLO inh = 4%
c1ccc(CN2CCOCC2)cc1
  PNC inhibitor = -22
  IMPase cell inh = 8
  ALOX15B inhib = -6%
  12-hLO inh = -6%

The results go on:
SMILES	PNC inhibitor	IMPase cell inh	ALOX15B inhib	12-hLO inh
COC(=O)c1cc(CNC(=O)c2ccc(O)c(Cl)c2)ccc1OC	?	.	.	2%
CCCC(=O)N1CCN(c2ccc(NC(=O)c3ccco3)cc2)CC1	25	3	0%	-2%
O=C(C[n+]1ccccc1)Nc1cc(C(F)(F)F)ccc1Cl	75	.	.	3%
CCn1cc(C(=O)NCc2ccc(C)o2)c2cc(OC)c(OC)cc2c1=O	?	3	-11%	-10%
COC(=O)CCCCCN1C(=O)NC(c2ccccc2)C(C(=O)OCc2ccccc2)=C1C (stereo unspecified)	-92*	.	-5%	-6%&-1%
Cc1cc(C(=O)Oc2ccccc2C(=O)O)c(C)o1	-100*	5	7%	-4%
O=C(O)c1ccnc(Cl)c1	-29	.	.	0%
Fc1ccccc1CSc1ncn[nH]1	-100*	-13	.	1%
c1ccc(-c2nnc(-c3ccccc3)o2)cc1	48	3	-5%	9%
CSC1=NCCN1C(=O)COc1ccccc1	?	-8	4%	3%
CCCC(=O)NC(=S)Nc1ccc(NC(=O)c2cccs2)cc1	-13	3	-8%	-3%
COc1ccc(NC(=O)CNS(=O)(=O)c2ccccc2)cc1Cl	?	?	-7%[11.4 µM]	-2%
COc1ccc(C2CC(=O)C=C(NCC3CCCO3)C2)cc1 (stereo unspecified)	7	-2	-7%	2%
C1=CC2CC1CC2CNCc1ccco1 (stereo unspecified)	-7	13	9%	4%
Cn1c(N)c(N=Nc2ccc(S(N)(=O)=O)cc2)c(=O)n(C)c1=O	.	.	-9%[11.4 µM]	4%[11.4 µM]

Whole records, quoted from the list. Values in the order: PNC inhibitor, IMPase cell inh, ALOX15B inhib, 12-hLO inh
Record of c1ccc(-c2nnc(-c3ccccc3)o2)cc1 = 48, 3, -5%, 9%
Record of COc1ccc(C2CC(=O)C=C(NCC3CCCO3)C2)cc1 (stereo unspecified) = 7, -2, -7%, 2%
Record of COC(=O)CCCCCN1C(=O)NC(c2ccccc2)C(C(=O)OCc2ccccc2)=C1C (stereo unspecified) = -92*, ., -5%, -6%&-1%
Record of COc1ccc(NC(=O)CNS(=O)(=O)c2ccccc2)cc1Cl = ?, ?, -7%[11.4 µM], -2%
Record of COC(=O)c1cc(CNC(=O)c2ccc(O)c(Cl)c2)ccc1OC = ?, ., ., 2%

The list continues.
SMILES	PNC inhibitor	IMPase cell inh	ALOX15B inhib	12-hLO inh
CCOC(=O)C1CCCN(C(=O)c2ccccc2NC(C)=O)C1 (stereo unspecified)	?	4	9%	2%
O=C(O)CSCc1ccc(C(=O)O)o1	8	1	3%	-1%
N#Cc1ccc(NC(=O)CCc2nc3ccccc3s2)cc1	?	.	.	-5%
CC(=O)Nc1ccc(Sc2ncnc3scc(-c4ccccc4)c23)cc1	?	6	.	-5%
Cn1ncc2c(NNC(=O)Cc3cccc4ccccc34)ncnc21	-13	.	.	0%
CCCCCCc1cc2cc(S(=O)(=O)c3ccc(Cl)cc3)c(=O)oc2cc1O	-9	.	.	-1%
Cc1ccc(C)c(NC(=S)c2ccccn2)c1	21	3	-22%	-23%
CCN1CCc2c(OCC(=O)N3N=C(c4cccs4)CC3c3ccc(F)cc3)cccc2C1=O (stereo unspecified)	-22	-3	.	-2%
Cc1ccc(-c2nnc(SCC(=O)N3CCCC3)o2)cc1C	15	-12	-8%	-2%
COC(=O)CSc1nc(-c2ccc(F)cc2)cc(C(F)(F)F)n1	?	-1&-6	.	0%
COc1cc(NC(=S)Nc2ccc(S(=O)(=O)N3CCOCC3)cc2)cc(OC)c1OC	-11	3	-9%	-1%
CCc1nnc(NC(=O)C2CCCN(S(=O)(=O)c3ccccc3)C2)s1 (stereo unspecified)	13	-4	-4%	4%
COc1ccccc1-c1nc(C#N)c(NCc2ccc(F)cc2)o1	?	-1	-9%	-3%
CCOc1cccc(C(=O)Nc2cc(-c3nn4c(C)nnc4s3)ccc2C)c1	-15	9	.	1%
CCC(C)(c1nnnn1-c1c(C)cccc1C)N(N=O)c1cccc(C(F)(F)F)c1 (stereo unspecified)	?	1	.	-4%
CCC(C)C(=O)O[C@H]1C[C@@H](C)C=C2C=C[C@H](C)[C@H](CC[C@@H]3C[C@@H](O)CC(=O)O3)C21 (stereo partly specified)	.	?	2%	-1%
CCOc1ccc(/C=N/Nc2nc(N3CCCC3)nc(N3CCCC3)n2)cc1OC	-27	4	57%[activator]	-7%
Cc1cc(C)cc(OCC(=O)NNC(=O)CCC(=O)NCc2ccccc2)c1	?	-8	.	0%
O=c1[nH]c(-c2ccccc2O)nc2c1CCCC2	-17	0	3%	-2%
CCn1c(C)[n+](CCOCC[n+]2c(C)n(CC)c3cc(Cl)c(Cl)cc32)c2cc(Cl)c(Cl)cc21	-6	9	16%	-9%
CSC1=NCCN1C(=O)c1c(F)cccc1F	?	11	9%	3%
COc1cc2cc(C(c3nnnn3C3CCCC3)N3CCCCCC3)c(=O)[nH]c2cc1OC (stereo unspecified)	?	1	-5%	-4%
COc1ccc(-c2csc(N3C(=N)SCC3=O)n2)cc1	17	-11	-14%	3%
O=C(CSc1nnnn1-c1ccccc1)NC(=O)NCc1ccco1	-21	4	-7%	-8%
COc1cccc(/C=N/NC(=O)C(=O)N2CCCC2)c1O	-16	6	56%[activator]	?
CCOc1ccc(C(=O)O/N=C(\N)c2ccc([N+](=O)[O-])cc2)cc1OCC	?	-6	.	-4%
O=C(/C=C/c1ccc(Cl)cc1)NCc1ccco1	-10	.	.	-1%
Cc1ccc2c(c1)C1CN(C)CCC1N2C(=O)c1ccccc1NS(=O)(=O)c1cccc(C(F)(F)F)c1 (stereo unspecified)	31	11	.	2%
COC(=O)c1nc2n(n1)C(c1ccccc1OC)C1=C(CCCC1=O)N2 (stereo unspecified)	?	22	1%	17%
Cc1ccc(-c2ccc(=O)n(CC(=O)NCc3ccco3)n2)cc1	2	-3	-5%	1%
CC(C)NS(=O)(=O)c1ccc(NC(=O)C(C)Oc2ccc(C(=O)c3ccccc3)cc2)cc1 (stereo unspecified)	-22	.	.	-4%
COc1ccc(-c2cc(-c3ccccc3)nc(N3CCCC3)n2)cc1OC	-22	-8	11%	-4%
COc1ccc(COc2cc(-c3cccc(OC)c3)nc3ccc(NC(=O)c4ccc(C)cc4)cc23)cc1	5	.	9%[0.0915 µM]	-3%[0.00818 µM]
COc1cc(NC(=O)N[C@@H](Cc2ccccc2)C(=O)O)cc(OC)c1	57	.	.	2%
Cc1cc(=O)n2nc(N3CCCC(C(=O)N4CCc5ccccc54)C3)sc2n1 (stereo unspecified)	?	23	6%[2.29 µM]	5%
Cc1cccc(NC(=O)c2cc3n(n2)C(C(F)(F)F)CC(c2ccc4c(c2)OCO4)N3)c1 (stereo unspecified)	?	6	-7%	-26%
COc1ccccc1NS(=O)(=O)c1cccc(NC(=O)Cc2cccs2)c1	-9	.	.	-1%
CCOCCCn1cnc2c([nH]c3cc(OC)ccc32)c1=O	32	3	-2%	-6%
Cc1ccc2c(c1[N+](=O)[O-])C(=O)c1ccccc1C2=O	.	.	-1%	0%
CCC(=O)c1ccc(N2CCCC2)c(F)c1	-4	.	.	-10%

A portion of the library; rates above refer to the full screens.
